Growth percent in the NCI-60 one-dose screen (48 h, 10 µM unless noted): 100 = growth as untreated, 0 = no growth, -100 = all killed.
786-0 = 786-0 renal cancer cells; 5.1% of 81,000 active
TK-10 = TK-10 renal cancer cells; 3.9% of 81,000 active
U251 = U251 CNS tumor cells; 5.4% of 80,000 active
SF-539 = SF-539 CNS cancer | 6.8% of 81,000 active
DU-145 = DU-145 prostate cancer; AID 1794760; 4.2% of 81,000 active
UO-31 = UO-31 renal cancer; 5.2% of 81,000 active; AID 1794768
PC-3 = PC-3 prostate cancer cells; 3.9% of 80,000 active
SN12C = SN12C renal cancer cells; 3.8% of 81,000 active
SF-295 = SF-295 CNS cancer cells. AID 1794758. 5.6% of 79,000 active
* marks the source's active call; other numbers are inactive results; / = not tested or not shown; & = joins results of further samples. Rule for the calls: active = growth percent below 10; inactive = the rest.

Start of the data: the first 17 entries, to show the layout:
SMILES	786-0	TK-10	U251	SF-539	DU-145	UO-31	PC-3	SN12C	SF-295
N#Cc1[nH]nc2nc[nH]c(=O)c12	95	117	97	107	105	85	94	104	/
CCOC(=O)C1=C(C)N(c2ccc(OC)cc2)C2(O)C=CC(O)=C(C#N)C12C#N (stereo not drawn)	101	97	98	108	121	82	80	110	98
O=C1/C(=C/c2ccco2)CC/C1=C\c1ccco1	113	105	88	102	107	85	96	102	116
COc1ccc(C2=NN(c3cc(Cl)cc(Cl)c3)C(c3sc(Cl)nc3Cl)C2)cc1 (stereo not drawn)	95	103	92	100	103	83	91	89	98
CCOc1ccc(CCNC(=O)Cc2ccc(OCC)c(OCC)c2)cc1OCC	104	84	109	98	107	75	78	103	99
CCC[C@@H](C)/C=C(\C)[C@H]1O[C@@](O)(CC)[C@H](C)C(=O)[C@@H]1C	105	101	104	97	100	80	103	101	102
O=C(O)COc1ccc2c(=O)c3sc4c(=O)c5ccccc5c(=O)c4c3c(=O)c2c1	71	75	30	-46*	-90*	44	54	-12*	-97*
Cc1c(O)c(=O)ccn1-c1ccc2scnc2c1	96	92	102	105	106	49	97	98	/
Cc1cc2nc3ccccc3n2c2cc(O)ccc12	100	131	94	105	109	57	88	101	98
CC(=O)Nc1c(C)cc(C)c(N(C)C(C)=O)c1C	96	99	101	95	112	95	98	95	101
COc1ccc2oc(=O)cc(C3C(C#N)=C(N)Oc4n[nH]c(C)c43)c2c1 (stereo not drawn)	104	102	104	96	106	85	93	102	102
C=C1C(=O)N(C)CCC1C(CC)C(=O)OC (stereo not drawn)	105	103	106	105	113	97	104	104	104
OCc1ncc(-c2ccc(C(F)(F)F)cc2)c(N[C@@H]2C[C@H]3CC[C@@H]2C3)n1	101	125	96	105	108	71	81	96	102
c1ccc(CC[n+]2ccc3ccccc3c2)cc1	93	88	93	90	107	90	84	95	103
COC(=O)/C(CCC=C(C)C)=C1\[C@@H](OC(C)=O)C[C@@]2(C)[C@H]1C/C(=N/O)[C@H]1[C@@]3(C)CC/C(=N\O)[C@@H](C)[C@@H]3CC[C@@]12C	96	119	91	89	106	77	71	95	101
COc1ccc(C2C=C(c3ccc(Cl)cc3)N=C3SC=C(C)N32)cc1OC (stereo not drawn)	98	97	101	104	104	106	103	106	96
Cc1[nH]c2ccccc2c1C(C[N+](=O)[O-])c1cccs1 (stereo not drawn)	97	107	90	102	113	82	83	93	96

The list itself, from the start:
SMILES	786-0	TK-10	U251	SF-539	DU-145	UO-31	PC-3	SN12C	SF-295
N#Cc1[nH]nc2nc[nH]c(=O)c12	95	117	97	107	105	85	94	104	/
CCOC(=O)C1=C(C)N(c2ccc(OC)cc2)C2(O)C=CC(O)=C(C#N)C12C#N (stereo not drawn)	101	97	98	108	121	82	80	110	98
O=C1/C(=C/c2ccco2)CC/C1=C\c1ccco1	113	105	88	102	107	85	96	102	116
COc1ccc(C2=NN(c3cc(Cl)cc(Cl)c3)C(c3sc(Cl)nc3Cl)C2)cc1 (stereo not drawn)	95	103	92	100	103	83	91	89	98
CCOc1ccc(CCNC(=O)Cc2ccc(OCC)c(OCC)c2)cc1OCC	104	84	109	98	107	75	78	103	99
CCC[C@@H](C)/C=C(\C)[C@H]1O[C@@](O)(CC)[C@H](C)C(=O)[C@@H]1C	105	101	104	97	100	80	103	101	102
O=C(O)COc1ccc2c(=O)c3sc4c(=O)c5ccccc5c(=O)c4c3c(=O)c2c1	71	75	30	-46*	-90*	44	54	-12*	-97*
Cc1c(O)c(=O)ccn1-c1ccc2scnc2c1	96	92	102	105	106	49	97	98	/
Cc1cc2nc3ccccc3n2c2cc(O)ccc12	100	131	94	105	109	57	88	101	98
CC(=O)Nc1c(C)cc(C)c(N(C)C(C)=O)c1C	96	99	101	95	112	95	98	95	101
COc1ccc2oc(=O)cc(C3C(C#N)=C(N)Oc4n[nH]c(C)c43)c2c1 (stereo not drawn)	104	102	104	96	106	85	93	102	102
C=C1C(=O)N(C)CCC1C(CC)C(=O)OC (stereo not drawn)	105	103	106	105	113	97	104	104	104

Single records, from the list above.
Cc1cc2nc3ccccc3n2c2cc(O)ccc12 is entered as 786-0 = 100; TK-10 = 131; U251 = 94; SF-539 = 105; DU-145 = 109; UO-31 = 57; PC-3 = 88; SN12C = 101; SF-295 = 98
CCOC(=O)C1=C(C)N(c2ccc(OC)cc2)C2(O)C=CC(O)=C(C#N)C12C#N (stereo not drawn) is entered as 786-0 = 101; TK-10 = 97; U251 = 98; SF-539 = 108; DU-145 = 121; UO-31 = 82; PC-3 = 80; SN12C = 110; SF-295 = 98

Continuation.
SMILES	786-0	TK-10	U251	SF-539	DU-145	UO-31	PC-3	SN12C	SF-295
OCc1ncc(-c2ccc(C(F)(F)F)cc2)c(N[C@@H]2C[C@H]3CC[C@@H]2C3)n1	101	125	96	105	108	71	81	96	102
c1ccc(CC[n+]2ccc3ccccc3c2)cc1	93	88	93	90	107	90	84	95	103
COC(=O)/C(CCC=C(C)C)=C1\[C@@H](OC(C)=O)C[C@@]2(C)[C@H]1C/C(=N/O)[C@H]1[C@@]3(C)CC/C(=N\O)[C@@H](C)[C@@H]3CC[C@@]12C	96	119	91	89	106	77	71	95	101
COc1ccc(C2C=C(c3ccc(Cl)cc3)N=C3SC=C(C)N32)cc1OC (stereo not drawn)	98	97	101	104	104	106	103	106	96
Cc1[nH]c2ccccc2c1C(C[N+](=O)[O-])c1cccs1 (stereo not drawn)	97	107	90	102	113	82	83	93	96
CCCN(C)CC(C)Nc1cc(OC)cc2cccnc12 (stereo not drawn)	104	116	103	98	100	89	93	95	97
S=c1[nH]c2cc(Cl)ccc2o1	93	95	104	106	102	88	88	100	99
Cc1ccc(Nc2nc3sc4cc(Cl)c(Cl)cc4n3c(=O)c2C#N)cc1	118	145	111	93	117	77	96	104	118
O=C1C(Cl)=C(Nc2cccc(C(F)(F)F)c2)C(=O)N1c1cccc(C(F)(F)F)c1	84	86	76	56	96	81	72	85	92
c1ccc(Nc2cc(-c3cccnc3)[nH]n2)cc1	98	103	84	70	100	80	102	99	98
CCCCCCCCCCC1OCC(C)O1 (stereo not drawn)	103	101	101	101	106	94	97	97	102
CC(C)c1cccc(C(C)C)c1OCC(C)(C)CN1CCCCC1	106	112	96	114	/	88	101	102	107
NNc1c(Cl)cc(Cl)cc1Cl	/	107	101	105	127	/	112	98	126
c1nc(N2CCOCC2)c2[nH]ccc2n1	101	95	100	111	106	88	107	104	112
Nc1ncnc2c1ncn2C1(CO)OCC(O)C(O)C1O (stereo not drawn)	101	87	101	97	104	88	103	103	101
Nc1nc(SCc2ccc(Cl)cc2Cl)c2ncn(C3OC(CO)C(O)C3O)c2n1 (stereo not drawn)	101	99	99	97	/	81	94	93	113
CC(C)(C)NCc1cc(C(C)(C)C)cc(-c2ccc(Cl)cc2)c1O	72	102	77	80	100	29	64	82	/
COc1ccc(C(=O)Nc2sc3c(c2C#N)CCC(=O)C3)cc1C(F)(F)F	7.9*	15	3.3*	-83*	25	-18*	8.5*	/	-15*
Nc1ccc(N=Nc2ccccc2Cl)c(N)n1	89	141	78	93	99	63	/	86	96
CCN1[C@@H]2CC[C@H]1/C(=C\c1ccc(Cl)cc1)C(=O)/C2=C/c1ccc(Cl)cc1	100	98	75	100	85	62	77	76	88
CC(=O)Nc1cccc(OCCOc2cccc([N+](=O)[O-])c2)c1	103	88	103	98	110	59	70	99	107
Nc1ncnc2c1cnn2CCO	107	90	106	91	110	102	105	104	94
O=C(O)/C=C\C(=O)Nc1ccc(C(=O)O)c(O)c1	109	100	99	108	107	96	99	102	108
Nc1nc(N)c(Br)c(=O)[nH]1	99&104&102	92&99&111	97&93&104	102&89&108	107&105&107	96&90&93	93&97&100	101&103&111	95&92&111
CC1=C[C@H]2C[C@H](C)[C@H]3CC[C@H](C)C4=C3[C@@H](OC4=O)[C@@]2(C)C1	109	123	97	109	106	77	/	102	103
CCCn1c(O)c(N=NC(=O)c2oc3ccccc3c2C)c2cc(Br)ccc21	100	146	100	98	112	78	96	103	99
COc1ccc(NC(=O)[C@@H](N)CO)cc1C(=O)Nc1cccc(C2CC(=O)c3c(cc(OC)c(OC)c3OC)O2)c1 (stereo partly drawn)	77	88	78	93	86	59	66	64	80
C=CCN(CC=C)C(=O)Nc1cccc(C)c1	102	107	103	103	103	89	99	102	97
O=c1[nH]c(=O)c2cc3ccccc3nc2[nH]1	105	111	110	90	101	87	95	94	96
COc1ccc(Nc2nc(N)nc(N)c2N)cc1	111	110	100	112	109	83	92	98	102
CC1=C2C(=C[C@@](C)(COCOCCCl)[C@@H]2O)C(=O)[C@](C)(O)C12CC2	-36*	-1.0*	1.6*	-65*	-11*	-44*	0.2*	-63*	-30*
Cc1nn(-c2ccc(F)cc2)c2ncnc(Oc3ccc(NC(=O)Nc4cccc(C(F)(F)F)c4)cc3)c12	103	119	102	99	110	94	/	89	101
CN(C)c1nc2ccccc2c2c(=O)c3ccccc3sc12	96	/	93	92	97	82	78	98	99
Oc1c(-c2n[nH]c(=S)o2)sc2nnc(-c3ccccc3)c(-c3ccccc3)c12	108	103	106	106	112	/	/	94	112
CC(C)(C)c1cn2cccc(C(=O)N3CCN(CC(=O)Nc4ccc(Cl)cc4C(=O)c4ccccc4Cl)CC3)c2n1	55	69	43	51	73	47	18	73	-5.3*
CCCCC(=O)OCCc1ccccc1	99	91	92	104	109	81	95	100	109
COc1cc(-c2nn(-c3ccc(Br)cc3)cc2C(=O)O)ccc1O	98	125	109	128	103	82	97	109	101
COc1ccc2[nH]c(=O)c(C3C4=C(CC(C)(C)CC4=O)Nc4c3c(C)nn4-c3ccccc3)cc2c1 (stereo not drawn)	102	92	94	101	105	88	84	112	102
CCc1cn(O)c(C)cc1=N	102	94	100	105	106	97	99	100	101
O=C(COc1ccccc1)N1N=C(c2ccc(Cl)cc2)CC1c1c[nH]c2ccccc12 (stereo not drawn)	71	94	58	87	92	26	63	63	92
CCOC(=O)C(Cl)Cc1ccccc1 (stereo not drawn)	100	/	101	105	116	102	97	107	99
Cc1cc(O)cc(-c2nn(C)cc2-c2cc(N3CCOCC3)nc(-c3cccnc3)n2)c1	18	52	22	-13*	54	31	23	32	15
O=C1Nc2cnc(Cl)nc2Nc2ccc(Cl)cc21	101	95	/	99	96	87	98	105	93
CC(C)(C)n1cc(-c2ccnc(NCCCNS(=O)(=O)c3ccc(F)cc3)c2)c(-c2cccc(F)c2)n1	67	98	46	69	78	50	46	66	74
O=C1/C(=C/c2ccccc2Cl)CCc2ccccc21	102	89	/	106	108	97	96	95	65
Nc1ccc2c(O)c(N=Nc3ccc(N=Nc4ccc(S(=O)(=O)O)cc4)cc3)c(S(=O)(=O)O)cc2c1	106	104	97	104	114	79	96	98	103
Cc1c(C(CC(=O)O)c2ccccc2)c(=O)[nH]n1-c1ccccc1 (stereo not drawn)	96	102	101	95	107	90	102	98	95
CS(=O)(=O)c1ccc(-c2nc3ccccn3c2C=Nc2ccc(Br)cc2)cc1	59	90	84	84	58	54	55	69	79
COc1cccc(N=CNc2cccc(OC)c2)c1	99	113	96	98	107	91	84	101	112
COc1cccc2cc(-c3cc4ccccc4[nH]3)/c(=N/C(=S)Nc3ccc(C)cc3)oc12	59	94	75	46	66	85	56	78	80
COc1ccccc1/C=C/c1c(C(=O)O)cccc1[N+](=O)[O-]	97	/	100	108	110	86	96	103	94
COC(=O)N1CCN(c2ccc(C)cc2)CC1	114	126	102	108	119	100	103	106	119
NNC(=S)N1N=C(c2cc3ccccc3o2)CC1c1c[nH]c2ccccc12 (stereo not drawn)	22	80	36	58	51	24	29	57	39
CCOC(=O)c1cnn(CC(O)CC)c1NC(=O)NCc1ccc(F)cc1 (stereo not drawn)	100	88	98	103	105	76	81	98	98
N#Cc1c(-c2ccc(Cl)cc2Cl)c(C#N)c(=O)n(Cc2nc3ccccc3[nH]2)c1N	97	136	95	106	106	64	82	95	95
c1ccc2c3c([nH]c2c1)C(c1ccc(C2NCCc4c2[nH]c2ccccc42)cc1)NCC3 (stereo not drawn)	-68*	63	-93*	-15*	-35*	-0.1*	17	42	-72*
N=Nc1nc2nc(O)c(O)n2[nH]1	103	111	100	100	113	79	98	101	97
CCN1CCN(C(=O)[C@]23CCC(C)(C)C[C@H]2C2=CC[C@@H]4[C@@]5(C)CCC(=O)NC(C)(C)[C@@H]5CC[C@@]4(C)[C@]2(C)CC3)CC1	83	99	65	80	92	57	36	77	73
